Source: PubChem BioAssay
TCR-CD3 inh: inhibitors of human TCR-CD3 interaction; TAMRA-labeled TCR probe fluorescence, biochemical; inhibition, % at 9.4 µM; 360,000 compounds, 0.37% hits; AID 651800; in the data active = inhibition above about 19%;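 also: recombinant mutant TCR 2C K166C tagged with TAMRA read by polarization; 0% = receptor in buffer alone and 100% = receptor with positive control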
UHRF1 MBD2 ctr: blocks human UHRF1 binding to methylated DNA | UHRF1 binding to methylated oligo, TR-FRET | Q96T88 | inhibition, % at 4.4 µM | 370,000 compounds, 0.75% hits | AID 687016; in the data active = inhibition above about 21%;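 also: UHRF1 SRA domain binding a hemimethylated CpG hairpin DNA probe; 0% = median of test compound wells and 100% = reference inhibitor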
DDE Tn7 FP inh: DD(E)-Tn7 binding inhibition, primary FP screen; FP displacement of FITC-Tn7 peptide from fibrin DD(E); 0% = median of compound wells per plate; inhibition, % at 8.3 µM; AID 720508; P02675; 370,000 compounds, 0.13% hits;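 active = inhibition above the mean of compounds falling within the control limits plus 3 SD of them, cut at about 14% in these data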;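 also: 0% = plate median of compound wells and 100% = 10 µM Aha-Tn7 peptide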
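Measure: % inhibition scaled between sample-field median and high-control FP; Test system: human fibrin DD(E); Quantity: 2 µM final DD(E) protein; Doses: one dose, 8.3 µM nominal; Schedule: compound with protein 10 min, then 3 h after probe, room temperature; Detection: fluorescence polarization; Medium: Tris buffer with calcium and detergent, pH 7.8.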
TDP2 inh: blocks human TDP2 phosphodiesterase activity; O95551; recombinant TDP2, T5PNP hydrolysis, p-nitrophenol absorbance 415 nm; inhibition, % at 12.8 µM; 370,000 compounds, 0.34% hits;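 active = inhibition above the mean of all tested compounds plus 3 SD, set per campaign, cut at about 25% in these data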;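 also: 0% = DMSO with enzyme and 100% = buffer with substrate but no TDP2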
Target sequence (O95551 whole entry, looked up): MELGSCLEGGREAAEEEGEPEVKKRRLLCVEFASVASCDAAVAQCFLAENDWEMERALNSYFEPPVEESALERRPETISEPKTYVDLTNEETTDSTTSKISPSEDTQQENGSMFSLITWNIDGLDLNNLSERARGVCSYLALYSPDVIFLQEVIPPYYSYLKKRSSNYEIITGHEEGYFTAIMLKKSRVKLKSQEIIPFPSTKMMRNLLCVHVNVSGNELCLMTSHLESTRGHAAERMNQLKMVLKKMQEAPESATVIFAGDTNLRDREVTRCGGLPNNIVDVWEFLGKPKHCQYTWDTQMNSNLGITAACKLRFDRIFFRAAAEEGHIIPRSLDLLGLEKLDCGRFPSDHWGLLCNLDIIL
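Incubation: 2 h at 37 °C; Test system: recombinant human TDP2; Quantity: enzyme 120 nM; Read-out basis: percent inhibition; Medium: 50 mM Tris-HCl pH 7.5 with Mg2+, KCl, DTT, BSA; Repeats: single replicate; Compound: 12.8 µM single point, 1% DMSO; Signal: epi absorbance; Reagent: 5 mM T5PNP chromogenic substrate; Benchmarks: no-enzyme high, DMSO-plus-enzyme low.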
Tn6 DDE FP: disrupts Tn6 cyclic peptide binding to fibrin D-Dimer-E complex | P02675 | Fibrin DD(E) TRITC-Tn6 fluorescence polarization displacement | inhibition, % at 8.3 µM | 370,000 compounds, 0.21% hits | AID 720509;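 active = inhibition above a per-campaign cutoff: mean of compounds within control limits plus 3 SD, cut at about 15% in these data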;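 also: 0% = median of all compound wells on the plate and 100% = blocking peptide control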
LEDGF integ inh: blocks HIV-1 LEDGF/p75-dependent DNA integration; AID 743269; inhibition, % at 3.7 µM; TR-FRET IN-LEDGF/p75 DNA integration, Eu/Cy5; 370,000 compounds, 0.64% hits;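 active = inhibition above the screen-wide mean plus 3 SD, cut at about 13% in these data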;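 also: signal is the Cy5 over europium emission ratio at 671 and 618 nm; 0% = plate median of compound wells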
PRMT1 inh: PRMT1 (human) inhibition, primary screen. Q99873. recombinant PRMT1, activity-based probe fluorescence polarization. inhibition, % at 2.79 µM. 370,000 compounds, 1.3% hits. AID 652257;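 active = inhibition above about 21% made by adding two undisclosed values, limit read from the data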
Target sequence (Q99873 whole entry, looked up): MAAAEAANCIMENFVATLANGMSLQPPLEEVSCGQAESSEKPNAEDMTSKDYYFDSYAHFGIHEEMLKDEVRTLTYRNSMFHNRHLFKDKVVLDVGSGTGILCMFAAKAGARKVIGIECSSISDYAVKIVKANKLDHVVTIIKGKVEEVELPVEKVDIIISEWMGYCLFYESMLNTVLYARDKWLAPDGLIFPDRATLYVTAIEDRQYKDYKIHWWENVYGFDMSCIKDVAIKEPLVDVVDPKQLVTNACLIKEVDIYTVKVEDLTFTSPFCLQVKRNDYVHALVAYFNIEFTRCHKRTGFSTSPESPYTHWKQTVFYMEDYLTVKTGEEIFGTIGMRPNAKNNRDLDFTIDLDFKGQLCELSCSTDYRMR
proKLK7 act: activators of human kallikrein-7 zymogen; AID 652039; purified proKLK7, EDANS-DABCYL substrate fluorescence; 100% is mature enzyme control, 0% vehicle; activation, % at 7 µM; 370,000 compounds, 0.9% hits;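 active = activation above the mean of all tested compounds plus 3 SD, computed per campaign excluding outliers beyond control limits, cut at about 13% in these data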
Target sequence (P49862 whole entry, looked up): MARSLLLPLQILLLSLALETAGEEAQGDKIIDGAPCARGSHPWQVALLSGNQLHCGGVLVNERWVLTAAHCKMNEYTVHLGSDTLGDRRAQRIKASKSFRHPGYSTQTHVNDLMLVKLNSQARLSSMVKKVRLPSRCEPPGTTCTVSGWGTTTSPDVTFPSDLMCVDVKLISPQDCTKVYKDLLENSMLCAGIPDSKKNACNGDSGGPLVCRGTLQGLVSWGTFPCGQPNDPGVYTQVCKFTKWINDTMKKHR
SIAE primary: blocks human sialic acid acetylesterase; inhibition, % at 9.66 µM; 370,000 compounds, 0.69% hits; SIAE FP-Rh probe binding, fluorescence polarization; Q9HAT2;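 active = inhibition above a cutoff: mean of compounds within the control limits plus 3 SD of those, cut at about 17% in these data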;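 also: 0% = plate median of compound wells and 100% = probe without SIAE protein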
MBD2 DNA inh: MBD2-methylated oligo binding inhibition; TR-FRET, MBD2 binding to methylated oligonucleotide; inhibition, % at 4.4 µM; Q9UBB5; 370,000 compounds, 0.31% hits; in the data active = inhibition above about 13%
* marks the source's active call; other numbers are inactive results.

SMILES	TCR-CD3 inh	UHRF1 MBD2 ctr	DDE Tn7 FP inh	TDP2 inh	Tn6 DDE FP	LEDGF integ inh	PRMT1 inh	proKLK7 act	SIAE primary	MBD2 DNA inh
CC(=O)N1CCN(S(=O)(=O)c2ccc(S(=O)(=O)N3CCCC(C)C3)cc2)CC1 (centres undefined)	6	1	-5	3	-2	3	-1	0.0	-11	5
CCC[C@@H](CNC)NC[C@H](Cc1ccccc1)NCCCCc1ccccc1	-7	0	0	-5	5	6	4	-0.5	-1	0
COc1ccc(C(=O)CC(=O)C(=O)Nc2ccccc2OC)cc1	-7	3	-3	-2	6	-4	4	-0.3	-3	3
CC(C)(C)C1CCC(C(=O)OCC(=O)N2CCN(C(=O)c3ccco3)CC2)CC1 (centres undefined)	0	-1	-3	-6	0	2	-3	0.6	-4	0
CCCC(NC(=O)CCc1c(C)c2cc3c(C)c(C)oc3cc2oc1=O)C(=O)NC(Cc1ccc(Cl)cc1)C(=O)O (centres undefined)	2	3	0	-1	-1	5	4	4.2	-4	3
Cc1cccc(OCC(=O)NNc2c3ccccc3nc3ccccc23)c1	-5	-4	0	-3	-4	1	1	4.3	2	2
CCNC(=O)COc1ccc(Br)cc1Cl	-1	-3	3	7	6	-1	-4	-0.2	3	-2
Cn1c(=O)c2c(nc(NCCO)n2CCCc2ccccc2)n(C)c1=O	-3	-3	5	16	12	0	-5	0.1	3	-7
CCCc1oc(C(=O)O)cc1CN1CCCC1	1	2	-4	-3	-5	1	-7	-0.2	3	-5
Cc1nn(-c2ccc(C(=O)Nc3nnc(C4CC4)s3)cc2)c(C)c1Cl	-8	2	4	-3	-3	1	2	-0.2	1	3
CCCOc1cccc(C(=O)NCCNC(=O)c2cnccn2)c1	-3	2	-8	5	4	-3	5	0.4	4	2
Cc1[nH]c(-c2ccc(F)cc2)cc1C(=O)N1CCN(c2ccc(Cl)cc2)CC1	1	-1	-10	-3	-6	4	0	0.7	-1	2
CCOc1ccc(N2CC(C(=O)Nc3cccc(C(=O)NC4CC4)c3)CC2=O)cc1 (centres undefined)	-4	-1	-5	0	-2	-2	2	-0.2	-4	2
CCOC(=O)C1C(c2cccs2)NC(=O)N(C)C1(O)C(F)(F)F (centres undefined)	6	1	3	-9	-1	-3	1	0.3	7	-3
Cc1ccnn1-c1ccc(C(=O)NCc2ccccc2CN2CCOCC2)cc1	0	2	-6	11	-4	1	0	-0.8	1	2
Cc1ccc(CCN2CC(C(=O)N3CCN(c4ccc(F)cc4)CC3)CC2=O)cc1 (centres undefined)	-1	14	2	1	8	0	-2	0.0	-8	5
CNc1nc(Nc2ccc(Br)cc2)nc(N)c1[N+](=O)[O-]	3	-2	9	4	6	0	1	0.1	-23	-1
Cc1cc2oc(=O)cc(CN3CCCc4ccccc43)c2cc1C	-2	-1	2	1	10	2	9	-0.2	-3	-4
CCOC(=O)N1CCN(C(=S)Nc2ccc(C)c(C)c2)CC1	-2	-4	-3	-1	0	8	-1	-0.3	12	-9
COc1ccc(NC(=O)c2cc(Cl)ccc2NC(=O)c2ccco2)c(OC)c1	-3	2	-3	-3	-11	-4	2	0.4	-5	4
N#Cc1c(Cl)c(Cl)c2nnc(-c3ccc(Br)cc3)n2c1Cl	7	-1	-3	-1	-10	7	8	3.2	-8	-7
COC(=O)C1=C(C)NC(=O)NC1c1ccccc1Cl (centres undefined)	1	6	5	-21	2	8	0	0.1	-8	4
CC(=O)C[C@H](O)CC(=O)[C@@H]1OC(=O)CCCCC/C=C/Cc2ccccc21	-3	3	-1	-7	-6	-2	0	0.0	3	1
Brc1ccc(-c2csc3[n+]2CCCCC3)cc1	-6	2	1	6	4	-2	28*	0.9	-2	7
COc1ccc(C(=O)CSc2nnc(C3CCCCC3)n2N)c(OC)c1	-4	1	1	-8	-1	2	-2	-0.5	7	9
CCC(=O)N(CCc1ccc(S(N)(=O)=O)cc1)C1CC(=O)N(c2ccc(OC)cc2)C1=O (centres undefined)	1	-2	-1	2	-1	3	0	-0.2	7	-1
COc1ccc(S(=O)(=O)N2CCCC(C(=O)O)C2)cc1 (centres undefined)	7	3	-2	-3	-8	-1	2	0.4	3	0
O=C(CN1C(=O)NC2(CCCCCCC2)C1=O)Nc1c(Cl)cccc1Cl	3	0	6	-3	2	-1	1	0.3	-2	1
CN(C)CCCNC(=O)c1ccc(-c2cc3nc(NCc4cccnc4)n(C)c(=O)c3s2)cc1	5	3	-3	4	-2	-1	-2	7.9	-14	-3
CC(=O)Oc1cc2oc(=O)c3c(c2cc1Cl)CCC3	-2	2	-7	-5	-5	1	3	74*	4	1

Copied from the list.
COC(=O)C1=C(C)NC(=O)NC1c1ccccc1Cl (centres undefined) in DDE Tn7 FP inh = 5
COc1ccc(C(=O)CSc2nnc(C3CCCCC3)n2N)c(OC)c1 in MBD2 DNA inh = 9
Brc1ccc(-c2csc3[n+]2CCCCC3)cc1 in Tn6 DDE FP = 4

The listing continues.
SMILES	TCR-CD3 inh	UHRF1 MBD2 ctr	DDE Tn7 FP inh	TDP2 inh	Tn6 DDE FP	LEDGF integ inh	PRMT1 inh	proKLK7 act	SIAE primary	MBD2 DNA inh
O=C(CN1CCCc2ccccc21)NCCc1ccc(Cl)cc1	8	0	-8	-13	1	1	-1	-0.2	-3	0
COc1ccccc1OCC(=O)NNC(=O)c1ccc(F)c(S(=O)(=O)N2CCOCC2)c1	-3	1	-8	-3	-1	0	-3	0.2	3	-5
CC(=O)N[C@H](Cc1c[nH]c2ccccc12)C(=O)O	-4	2	2	-4	-2	-2	7	-0.2	-6	5
CC(=O)C1=C(O)C(=O)N(c2cccc(Br)c2)C1c1ccccc1Cl (centres undefined)	-1	-1	4	-2	-3	7	-3	0.6	-5	-1
COC(=O)Cn1cnc2c(C#N)c3n(c2c1=O)CCCCC3	-1	14	10	9	-4	-1	-5	0.6	-4	7
O=c1c2c3c(sc2nc2n1CCCC2)CCCCC3	-13	1	4	-9	9	1	3	-0.9	1	-2
CC(=O)c1c(C)[nH]c(C(=O)OCC(=O)Nc2cccc(S(=O)(=O)N(C)C)c2)c1C	-4	-4	2	1	-1	-2	-2	-0.1	-7	-1
CCN(CC)S(=O)(=O)c1ccc(Oc2ccc(S(=O)(=O)N(CC)CC)cc2)cc1	-5	4	1	-4	-5	-4	2	-0.2	-6	6
O=C(c1cc(=O)[nH]c2ccccc12)N1CC=C(c2ccccc2)CC1	-4	3	-1	-9	1	3	-6	1.0	6	-4
Cc1ccc(NC(=O)CCc2nnc3ccc(N4CCC5(CC4)OCCO5)nn23)nc1	3	9	0	5	3	2	-4	0.3	-2	1
COc1cccc(CN2CCN(S(=O)(=O)c3ccc(Br)cc3)CC2)c1	-5	4	-1	-12	-4	2	0	-0.5	-2	7
CCn1c(COC(=O)CNC(=O)c2cc(OC)c(OC)c(OC)c2)nc2cc(S(=O)(=O)N(C)C)ccc21	2	-1	2	-7	2	-4	1	-0.2	11	-3
O=C(COc1ccc(Br)cc1)N1CCN(c2ccccc2)CC1	-1	1	-5	-7	9	1	0	0.6	4	-6
N#CCCn1cc(/C=C2\NC(=S)N(c3ccccc3)C2=O)c(-c2ccc(-c3ccccc3)cc2)n1	3	0	-5	2	1	3	2	-0.5	10	0
Cc1ccc(S(=O)(=O)NC(CC(=O)O)c2ccccc2)c(C)c1 (centres undefined)	1	2	-4	-5	2	2	-1	0.3	2	-4
C=CCN(C(=O)CCC(=O)Nc1cc(C)on1)C(C(=O)NC(C)(C)C)c1ccc(OC)cc1 (centres undefined)	4	-1	2	11	2	0	-2	0.1	-6	-5
O=C(N/N=C/c1cccc(C(F)(F)F)c1)C1CCN(c2ncc(C(F)(F)F)cc2Cl)CC1	-2	1	-3	1	-6	-3	1	0.0	-6	5
C/C(=N/NC(=O)c1ccc(C)nc1)c1ccc2c(c1)CCCC2	0	-2	-1	2	0	4	-3	-1.0	0	-3
CC1(C(=O)Nc2ccc(Cl)c(Cl)c2)CCN1Cc1cc2ccccc2o1 (centres undefined)	3	-2	-1	-8	1	-1	-1	-0.2	1	3
O=C(COC(=O)/C=C/c1cccc([N+](=O)[O-])c1)NCc1ccc2c(c1)OCO2	0	2	4	14	3	-2	-2	-0.1	-3	2
Cc1cccc(-n2cc(-c3ccc([N+](=O)[O-])cc3)[nH]c2=S)c1	1	3	-3	1	4	-1	4	-0.2	-1	9
CC(=O)Nc1nc(C)c(Oc2ccc(C)cc2)c(=O)[nH]1	-4	-1	2	-5	4	-1	-5	0.0	-3	-2
CCOC(=O)C1C(=O)NC(N2CCN(c3ccccc3)CC2)=NC1c1ccccc1 (centres undefined)	1	0	1	-6	1	1	1	-0.4	-1	-3
O=C(COC(=O)c1cc[n+]([O-])cc1)NCc1ccccc1Cl	2	-1	-5	5	6	-1	1	0.0	-1	-6
CC(=O)OCC(=O)NCCCOc1cccc(CN2CCCCC2)c1	2	-1	-1	-6	-1	1	0	-0.3	-1	1
O=C(NCc1ccncc1)[C@@H]1CCCN1C(=O)[C@H]1CCCN1C(=O)c1c(F)cccc1F	-4	6	-1	14	4	3	1	-0.9	3	5
Cc1cc(Br)ccc1NC(=O)CN(C)C(=O)C1CCN(C(=O)c2ccc(Cl)cc2)CC1	0	2	4	-5	3	-2	-1	0.9	-2	-1
O=C(NC1CCN(Cc2ccccc2)CC1)C(NS(=O)(=O)c1cccc2nsnc12)c1ccccc1 (centres undefined)	6	0	0	-1	2	4	-9	0.2	-4	4
COc1ccc(/C(N)=N/OC(=O)Cc2cccs2)cc1OC	-7	3	2	-12	2	1	-2	-0.4	1	-4
Cc1ccc(S(=O)(=O)N(CC(=O)Nc2ccccc2C(=O)O)c2ccccc2C)cc1	-3	2	1	9	-8	-1	3	0.1	-4	0
CC(=O)c1sc2c(c1N)c(=O)[nH]c(=O)n2-c1ccccc1	2	-2	-2	-8	3	0	-1	0.4	-5	4
COCCN(C(=S)Nc1cc(C)cc(C)c1)C(C)c1cccnc1 (centres undefined)	6	1	7	2	5	-2	-3	0.6	2	-2
O=S(=O)(N/N=C\c1ccc2c(c1)OCO2)c1ccc(F)cc1	0	-1	2	-8	3	5	-5	-0.7	6	2
O=c1cc(COc2ccc(Cl)c(Cl)c2)nc2sccn12	8	-1	-2	-2	8	-1	1	-0.5	-3	-2
CC(=O)C1C(c2ccccc2OC(F)F)NC(=O)NC1(O)C(F)(F)F (centres undefined)	0	2	-2	-6	4	-2	-1	0.5	-7	-2
N#C/C(=C1/CCCCCN1)c1nc2ccccc2s1	1	-2	1	6	-2	1	-2	-0.8	-1	-3
